Compound activity (PubChem BioAssay)
IDE cell inh: human IDE inhibitors in live cells, primary screen, fluorescence polarization, HEK cells, FAbetaB substrate. FAbetaB cleavage. inhibition, % at 5.59 µM. 320,000 tested, 0.41% active. AID 434962, 2010;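 active = percent inhibition above the average of all tested compounds plus 3 SD, set per screening campaign, cut at about 16% in these data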;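 also: IDE supplied by intact live HEK cells; FP after avidin binding of uncleaved biotin substrate so inhibition keeps polarization high; 0% = DMSO wells and 100% = 60 µM reference IDE inhibitor Ii1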
Target sequence (P14735 whole entry, looked up): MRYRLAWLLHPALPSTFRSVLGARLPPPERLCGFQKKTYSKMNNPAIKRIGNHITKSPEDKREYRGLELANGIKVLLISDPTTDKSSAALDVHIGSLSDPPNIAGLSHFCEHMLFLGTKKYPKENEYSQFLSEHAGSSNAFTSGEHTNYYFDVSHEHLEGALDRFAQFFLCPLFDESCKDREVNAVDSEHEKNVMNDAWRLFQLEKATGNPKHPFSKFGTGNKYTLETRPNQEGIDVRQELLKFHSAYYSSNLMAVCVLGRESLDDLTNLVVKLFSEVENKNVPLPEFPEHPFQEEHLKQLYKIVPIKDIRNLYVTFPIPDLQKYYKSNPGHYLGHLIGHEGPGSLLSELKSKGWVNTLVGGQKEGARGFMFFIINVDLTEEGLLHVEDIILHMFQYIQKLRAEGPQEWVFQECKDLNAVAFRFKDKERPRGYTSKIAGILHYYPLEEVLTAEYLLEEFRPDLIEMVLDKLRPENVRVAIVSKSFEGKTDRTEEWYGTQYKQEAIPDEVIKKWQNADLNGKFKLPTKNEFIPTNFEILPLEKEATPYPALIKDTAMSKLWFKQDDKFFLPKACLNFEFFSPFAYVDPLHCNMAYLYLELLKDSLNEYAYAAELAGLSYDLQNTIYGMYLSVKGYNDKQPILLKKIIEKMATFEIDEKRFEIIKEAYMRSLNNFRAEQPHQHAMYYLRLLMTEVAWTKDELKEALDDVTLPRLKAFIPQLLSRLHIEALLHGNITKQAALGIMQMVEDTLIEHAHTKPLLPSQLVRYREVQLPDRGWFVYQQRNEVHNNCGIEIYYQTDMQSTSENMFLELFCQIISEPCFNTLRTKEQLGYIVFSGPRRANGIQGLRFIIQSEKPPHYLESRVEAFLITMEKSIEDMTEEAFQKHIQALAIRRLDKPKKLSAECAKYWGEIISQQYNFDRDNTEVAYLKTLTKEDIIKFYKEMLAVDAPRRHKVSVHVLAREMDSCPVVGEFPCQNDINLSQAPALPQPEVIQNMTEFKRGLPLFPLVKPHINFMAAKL
Starred values were filed as active, the others as inactive. The list is partial (hit frequency here may not be typical).

IDE cell inh	SMILES
-2	CC1CCN(CCCNC(=O)c2ccc(Cn3c(=S)[nH]c4ccc(Br)cc4c3=O)cc2)CC1
-2	C[C@@H](O)[C@H]1C(=O)N2C(C(=O)O)=C(S[C@@H]3CN[C@H](C(=O)N(C)C)C3)[C@H](C)[C@H]12
2	Cc1ccccc1C(=O)Oc1ccc(Sc2ccc(O)cc2)cc1
4	O=C(N=c1ccn(-c2nc3ccccc3nc2NS(=O)(=O)c2ccc(Cl)cc2)cc1)c1ccccc1Cl
42*	CN(C)c1ccc(/C=C/C(O)=C2/C(=O)N(C)C3(C)CC2c2ccccc2O3)cc1 (stereo unspecified)
5	CN(C)CCNC(=O)c1cc(Sc2ccc(F)cc2)nc2ccccc12
1	Cc1ccn(C(=O)c2cc3ccccc3oc2=O)n1
8	CC(C)c1nc(CN(C)C(=O)N[C@H](C(=O)N[C@@H](Cc2ccccc2)C[C@H](O)[C@H](Cc2ccccc2)NC(=O)OCc2cncs2)C(C)C)cs1
1	COc1ccccc1N1CCN(C/C=C/c2ccc(N(C)C)cc2)CC1
3	CC1CCCC(C)N1/N=C/c1cc(Br)c(O)c(Br)c1 (stereo unspecified)
2	O=C(c1n[nH]c2c1CCCC2)n1ccnc1
-3	Cc1nc(NC(=O)c2ccccc2)sc1-c1csc(Nc2ccc(Cl)cc2Cl)n1
-1	O=C(COC(=O)c1cccc([N+](=O)[O-])c1)c1ccc2c(c1)OCO2
1	CC(=O)Nc1ccc(S(=O)(=O)NCC2CCC(C(=O)NC(C)c3ccc4c(c3)OCCO4)CC2)cc1 (stereo unspecified)
0	COC(=O)CCC(=O)Oc1ccc(OC(=O)CCC(=O)OC)cc1
1	COc1ccc(N2CCN(C(=O)Cn3c(=O)[nH]c4ccccc4c3=O)CC2)cc1
-7	C#CCOCCOCCOCCNc1nc(N2CCN(C(=O)CCCCCCCCCCNC(=O)[C@H]([C@@H](C)CC)n3cc(CCCCN=C(N)N)nn3)CC2)nc(N2CCN(C(=O)CCCCCCCCCCNC(=O)[C@H]([C@@H](C)CC)n3cc(CCCCN=C(N)N)nn3)CC2)n1
-1	Cc1ccc(-n2nc(C)c3c(=O)[nH]c(C(F)(F)F)nc32)cc1
0	O=C1COc2ccc(N3C(=O)c4ccccc4C3=O)cc2N1
6	Cc1ccc(/C(C#N)=C\c2cn(C)c3ccccc23)cc1
5	Cc1cccc(NC(=O)c2ccccc2OCC(=O)N2CCCC2)c1C
0	O=C(O[C@H]1[C@H](Oc2ccccc2COC(=O)C2(O)C=CCCC2=O)O[C@H](CO)[C@@H](O)[C@@H]1O)c1ccccc1 (stereo partly specified)
1	O=C(O)C1C2CCC(O2)C1C(=O)Nc1cccc(F)c1 (stereo unspecified)
-4	Cc1cc(C)nc(N/N=C/C2=C(O)CC(c3ccccc3)CC2=O)n1 (stereo unspecified)
-6	C=CCn1c2ccccc2c(=O)c2cc(C#Cc3ccsc3)ccc21
-2	CCOC(=O)C1=C(c2ccccc2)NC(=S)NC1c1ccc(Cl)c([N+](=O)[O-])c1 (stereo unspecified)
-2	O=[N+]([O-])CC(=Nc1ccc(F)cc1)N/N=C\c1oc(O)c2ccccc12
2	Cc1n[nH]c(C)c1S(=O)(=O)N1CCCC(C(=O)Nc2ccc3c(c2)OCCO3)C1 (stereo unspecified)
5	Oc1[nH]c2ccccc2c1N=Nc1ncnc2c1oc1ccccc12
4	NC(=O)c1nsc(C(=O)N(CC(=O)NC2CCCC2)c2cnc3ccccc3c2)c1N
0	CCOC(=O)c1ccc(Cl)c(NC(=O)c2cccnc2)c1
-1	CC1(C)CC(=O)C2=C(C1)N(c1ccc(F)cc1)C(=O)C2(NC(=O)c1ccccc1)C(F)(F)F (stereo unspecified)
-1	CC(=O)c1c(C)[nH]c(C(=O)OCC(=O)c2c(N)n(C)c(=O)n(C)c2=O)c1C
0	CCOC(=O)C(CC)(CCC(=O)OC)c1csc(Nc2ccccc2O)n1 (stereo unspecified)
3	CC(C)Oc1ccc(-c2nn(-c3ccccc3)cc2/C=c2\sc3ncnn3c2=O)cc1
-1	CCOc1ccc2nc(Cl)c(C3CC(c4ccccc4)=NN3C(=O)c3ccco3)cc2c1 (stereo unspecified)
-2	Cc1nc(C(=O)NC2CCCCC2)sc1C1(C)CC(c2cccnc2)=NO1 (stereo unspecified)
1	CCOC(=O)c1cnc2c(C)cccc2c1Nc1ccc(N2CCOCC2)cc1
-2	CSc1nc(-c2ccccc2)nc(N)c1C(C)=O
4	CCOC(=O)C1=C(O)C(=O)N(CCCn2ccnc2)C1c1ccc(OC)cc1 (stereo unspecified)
-3	CC(COc1ccccc1Cc1ccccc1)N1CCCCC1 (stereo unspecified)
2	Cc1nc(NC(=O)c2ccccc2)sc1C1(C)CC(c2ccc(OC(F)(F)F)cc2)=NO1 (stereo unspecified)
0	O=Cc1sc(N2CCOCC2)nc1-c1ccccc1
8	N#Cc1c(N)sc(=S)c2c1CCN(Cc1ccccc1)C2
27*	N#C/C(=C/c1ccc(-c2cc(C(=O)O)cc(C(=O)O)c2)o1)c1nc2ccccc2s1
-1	COC(=O)CCCC1=CC2=CC(=O)C(C)(OC(=O)c3cnc4ccccc4n3)C(=O)C2=CO1 (stereo unspecified)
4	O=C1NC(Cc2ccc(O)cc2)c2nc3ccccc3c(=O)n2-c2cc(Cl)ccc21 (stereo unspecified)
6	CCN(CC)S(=O)(=O)c1ccc(OC)c(NC(=S)Nc2cc(C)ccc2C)c1
-5	O=C(CC1Nc2ccccc2NC1=O)Nc1ccccc1NC(=O)CC1Nc2ccccc2NC1=O (stereo unspecified)
0	Cc1ccnc(NC(=O)c2ccc(Cl)cc2Cl)n1
-1	COC(C/C=C\C(=O)[C@@H](C)OCc1ccccc1)OC
1	S=C(Sc1ccc(Cl)cc1)Sc1ccc(Cl)cc1
-3	CCN(CC)S(=O)(=O)c1ccc(NC(=O)c2nc3nc(C)cc(C)n3n2)cc1
-2	COc1cc2c(cc1NC(=O)CSc1nc3ccc(C)cc3[nH]1)oc1ccccc12
4	COC(=O)c1cc(C(=O)Cc2ccccc2)c[nH]1
7	CSc1ccc(S(=O)(=O)Nc2cccc(F)c2)cc1
-2	COc1ccccc1N1CCN(C(=O)CSc2nnc3c4ccccc4nc(Cc4ccccc4)n23)CC1
3	Cn1c(=O)c(C(=O)COC(=O)c2cc(-c3ccccc3)nc3ccccc23)c(N)n(Cc2ccccc2)c1=O
7	Cc1ccccc1Nc1nc(-c2sc(NC(=O)c3ccccc3)nc2C)cs1
-11	Cc1nc2c(C(=O)NCc3cccs3)cnn2c(C)c1Cc1ccc(F)cc1

(next part)
IDE cell inh	SMILES
1	COC(=O)c1cc(NC(=O)C2CCCN(S(=O)(=O)c3c(C)n[nH]c3C)C2)cc(C(=O)OC)c1 (stereo unspecified)
2	CSC1=C(C#N)C2(CCCC2)C(C#N)=C(N)N1
-3	CCOC(=O)c1[nH]c2ccc(OC)cc2c1NC(=O)CN1CCN(c2ccccn2)CC1
-2	O=C(Nc1cc2cc([N+](=O)[O-])ccc2oc1=O)c1cccs1
-3	CC(=O)N=C1SC2CS(=O)(=O)CC2N1c1ccc(-c2nc3ccc(C)cc3s2)cc1 (stereo unspecified)
5	COc1ccc(C2CC(=O)c3cnc(N4CCc5ccccc54)nc3C2)cc1OC (stereo unspecified)
-1	Cc1ccc2c(c1)-n1c(nc3ccc(C)cc3c1=O)C(Cc1ccc(O)cc1)NC2=O (stereo unspecified)
3	C#CCOCCOCCOCCNc1nc(N2CCN(C(=O)[C@H]([C@@H](C)CC)n3cc([C@@H](N)CO)nn3)CC2)nc(N2CCN(C(=O)[C@H](Cc3cc4ccccc4[nH]3)n3cc([C@@H](N)Cc4ccc(O)cc4)nn3)CC2)n1
2	Cc1cc(N2CCCC2)nc(N2C3CCC2CC(O)(c2ccc(F)cc2)C3)n1 (stereo unspecified)
0	CS(=O)(=O)c1nc(-c2cccs2)cc(C(F)(F)F)n1
1	O=C(N/C(=C\c1cn(-c2ccccc2)nc1-c1ccc(Cl)cc1)C(=O)N1CCOCC1)c1ccccc1
-5	COc1cc(C)c(Cl)cc1S(=O)(=O)NC1CC(C)(C)NC(C)(C)C1

Gathered by group: those above with an NH in an aromatic ring (twelve)
IDE cell inh	SMILES
-2	CC1CCN(CCCNC(=O)c2ccc(Cn3c(=S)[nH]c4ccc(Br)cc4c3=O)cc2)CC1
2	O=C(c1n[nH]c2c1CCCC2)n1ccnc1
1	COc1ccc(N2CCN(C(=O)Cn3c(=O)[nH]c4ccccc4c3=O)CC2)cc1
-1	Cc1ccc(-n2nc(C)c3c(=O)[nH]c(C(F)(F)F)nc32)cc1
2	Cc1n[nH]c(C)c1S(=O)(=O)N1CCCC(C(=O)Nc2ccc3c(c2)OCCO3)C1 (stereo unspecified)
5	Oc1[nH]c2ccccc2c1N=Nc1ncnc2c1oc1ccccc12
-1	CC(=O)c1c(C)[nH]c(C(=O)OCC(=O)c2c(N)n(C)c(=O)n(C)c2=O)c1C
-2	COc1cc2c(cc1NC(=O)CSc1nc3ccc(C)cc3[nH]1)oc1ccccc12
4	COC(=O)c1cc(C(=O)Cc2ccccc2)c[nH]1
1	COC(=O)c1cc(NC(=O)C2CCCN(S(=O)(=O)c3c(C)n[nH]c3C)C2)cc(C(=O)OC)c1 (stereo unspecified)
-3	CCOC(=O)c1[nH]c2ccc(OC)cc2c1NC(=O)CN1CCN(c2ccccn2)CC1
3	C#CCOCCOCCOCCNc1nc(N2CCN(C(=O)[C@H]([C@@H](C)CC)n3cc([C@@H](N)CO)nn3)CC2)nc(N2CCN(C(=O)[C@H](Cc3cc4ccccc4[nH]3)n3cc([C@@H](N)Cc4ccc(O)cc4)nn3)CC2)n1

Continuation.
IDE cell inh	SMILES
3	C(=N\Nc1nc(-c2ccccn2)nc2ccccc12)/c1ccccc1
4	COC(=O)c1cn(NC(=O)/C=C/c2cccc(OC)c2OC)c(=O)c2ccccc12
1	C=C1/C=C(\C)[C@](C)(O)C[C@H](O)CC(=O)[C@H](O)[C@@H](O)[C@H](C)C[C@H](C)OC(=O)/C(C)=C/CC/C=C/[C@@H]2O[C@H]2C[C@H](C)C1
5	COc1ccc(/C=C/C(=O)OCC(=O)Nc2cc3oc4ccccc4c3cc2OC)cc1
2	COc1ccccc1C(=O)NCC(=O)NNc1ncnc(N)c1[N+](=O)[O-]
0	CN(CC(=O)Nc1ccc(F)c(F)c1F)c1cnccn1
2	Cc1nn(C2CCCO2)c(=O)nc1N (stereo unspecified)
0	O=C1c2ccccc2C(=O)N1c1ccc(Cl)cc1
2	CCn1c(CNC(=O)c2ccccc2F)nnc1SCc1nc2ccccc2c(=O)[nH]1
6	CCCOc1ccc(C2C(C(=O)c3ccc(C)o3)=C(O)C(=O)N2Cc2cccnc2)cc1 (stereo unspecified)
-2	CCCCn1c(=O)c2c(c3ccccc31)OCC(=O)N2
2	COC(=O)C1=C(C)N(CCc2cc(OC)c(OC)c(OC)c2)C(=O)N[C@H]1c1ccc(Br)cc1
-7	O=C(C(=O)N1CCc2ccccc2C1)N1CCc2ccccc2C1
9	COc1ccccc1C1C=C(c2ccc(Cl)cc2)Nc2nc(NS(C)(=O)=O)nn21 (stereo unspecified)
-3	Cn1c(SCC(=O)O)nnc1-c1ccc2ncccc2c1
-3	O=C(NN1C(=O)/C(=C/c2cc([N+](=O)[O-])ccc2O)SC1=S)c1ccccc1O
2	C1CCN=C(NC23CC4CC(CC(C4)C2)C3)CC1
-2	CCn1cc(C(=O)Nc2ccc(C)cc2C)c(=O)c2ccc(C)nc21
0	COc1ccc(OC)c(-n2c(=S)[nH]c3cc(C(=O)NCCCN4CCCC4=O)ccc3c2=O)c1
0	CCCCCCN(C(=O)CCCCCN1C(=O)NC(c2ccc(-c3ccccc3)cc2)C(C(=O)OCc2ccccc2)=C1C)C(C(=O)NCCCC)c1ccc(OCC(=O)OC)c(C(=O)OC)c1 (stereo unspecified)
4	Cc1ccc2nc3n(c(=O)c2c1)-c1ccccc1C(=O)NC3Cc1ccc(O)cc1 (stereo unspecified)
-2	O=C(CSc1cccc[n+]1[O-])Nc1ccc(N2CCOCC2)cc1
10	CC(=O)Nc1ccc(SC[C@H](c2ccccc2)N2CCN(CCc3ccccc3)CCC2=O)cc1
-7	Cc1cc(Nc2ccc(O)cc2)ccc1N
6	Cc1ccc2nc(-c3ccc(N4C(=O)CC(N5CCC(C(N)=O)CC5)C4=O)cc3)sc2c1 (stereo unspecified)
1	CC(C)c1ccc(/C=C/C(=O)Nc2nn[nH]n2)cc1
3	C/C=C/C(O)c1ccc2ccccc2c1 (stereo unspecified)
-3	CCCCn1c(=O)[nH]c(=O)c2c1nc(-c1ccc(CC)c([N+](=O)[O-])c1)n2C
-2	O=C(CN1N=C(c2ccc(Cl)cc2)CCC1=O)NCc1cccs1
0	CN(C)C=Nc1ccccc1C1C=NNC1=O (stereo unspecified)
-1	CCN(CC)S(=O)(=O)c1ccc(Cl)c(C(=O)Nc2cc(C)nn2-c2ccccc2C(F)(F)F)c1
8	CCN1C(=NCc2cc(OC)c(OC)c(OC)c2)N[C@@H](c2ccccc2)[C@H](C(=O)OC)[C@H]1C
-4	Cc1cc2n(c1)CCn1c(C)ccc1-2
1	COC(=O)N1C(=O)[C@@](CC(C)C)(c2ccccc2)N1C(=O)OC
3	Cc1cccc(C(=O)N2CCc3cc(-c4nc(NC(=O)Cn5nnc6ccccc6c5=O)sc4C)ccc32)c1
1	CC(O)CCC(=O)NNC1=CC(=O)CC(C)(C)C1 (stereo unspecified)
3	CCc1nn(CC(=O)NCCCN(CC)c2cccc(C)c2)c(=O)c2cc3occc3n12
0	O=C(NCc1cc(C(F)(F)F)ccc1Cl)c1cccc2c1C(=O)c1ccc(Cl)cc1S2(=O)=O
-4	Cc1ccc(CNC(=O)Cc2csc(Nc3nc(=S)[nH]c4ccccc34)n2)cc1
4	Cc1ccc(C(=O)NC(C)c2nc3ccccc3n2CC(=O)Nc2c(C)cc(C)cc2C)cc1 (stereo unspecified)
9	COCC(=O)Nc1cc(C(=O)Nc2ccccc2)ccc1Cl
5	COc1cc(NC(=O)c2ccccc2-c2ccccc2)cc(OC)c1OC
